Screening results from PubChem BioAssay.
HePTP inhibitor – inhibitors of human HePTP phosphatase | actives 0.64% (n = 110,000) | inhibition, % at 20 µM | recombinant HePTP phosphatase activity, OD absorbance | P35236; in the data active = inhibition above about 50%;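 note: plate controls were vehicle for no effect and reference inhibitor for full effect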
Target sequence (P35236 whole entry, looked up): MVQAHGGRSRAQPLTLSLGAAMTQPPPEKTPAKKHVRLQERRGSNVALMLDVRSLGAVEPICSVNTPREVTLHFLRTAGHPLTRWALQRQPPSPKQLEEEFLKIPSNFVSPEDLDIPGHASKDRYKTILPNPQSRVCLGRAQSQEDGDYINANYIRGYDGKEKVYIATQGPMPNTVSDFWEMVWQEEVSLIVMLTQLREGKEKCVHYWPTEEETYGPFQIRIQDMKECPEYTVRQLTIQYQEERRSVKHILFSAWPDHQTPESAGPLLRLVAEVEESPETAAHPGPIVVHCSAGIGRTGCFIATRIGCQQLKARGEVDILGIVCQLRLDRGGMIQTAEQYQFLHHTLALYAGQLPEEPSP
BAP1 inh – inhibitors of human BAP1 deubiquitinase | Q92560 | actives 0.48% (n = 72,000) | AID 436 | activity remaining (% of control), % at 20 µM | recombinant BAP1, Ub-AMC hydrolysis fluorescence kinetic; hits give low values;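 active = activity remaining at or below 50% of control, provided the compound also passes the data quality filters; inactive = the rest, including low values that fail the filters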;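 note: 100% = DMSO wells rate and 0% = substrate alone blank rate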
Target sequence (Q92560 whole entry, looked up): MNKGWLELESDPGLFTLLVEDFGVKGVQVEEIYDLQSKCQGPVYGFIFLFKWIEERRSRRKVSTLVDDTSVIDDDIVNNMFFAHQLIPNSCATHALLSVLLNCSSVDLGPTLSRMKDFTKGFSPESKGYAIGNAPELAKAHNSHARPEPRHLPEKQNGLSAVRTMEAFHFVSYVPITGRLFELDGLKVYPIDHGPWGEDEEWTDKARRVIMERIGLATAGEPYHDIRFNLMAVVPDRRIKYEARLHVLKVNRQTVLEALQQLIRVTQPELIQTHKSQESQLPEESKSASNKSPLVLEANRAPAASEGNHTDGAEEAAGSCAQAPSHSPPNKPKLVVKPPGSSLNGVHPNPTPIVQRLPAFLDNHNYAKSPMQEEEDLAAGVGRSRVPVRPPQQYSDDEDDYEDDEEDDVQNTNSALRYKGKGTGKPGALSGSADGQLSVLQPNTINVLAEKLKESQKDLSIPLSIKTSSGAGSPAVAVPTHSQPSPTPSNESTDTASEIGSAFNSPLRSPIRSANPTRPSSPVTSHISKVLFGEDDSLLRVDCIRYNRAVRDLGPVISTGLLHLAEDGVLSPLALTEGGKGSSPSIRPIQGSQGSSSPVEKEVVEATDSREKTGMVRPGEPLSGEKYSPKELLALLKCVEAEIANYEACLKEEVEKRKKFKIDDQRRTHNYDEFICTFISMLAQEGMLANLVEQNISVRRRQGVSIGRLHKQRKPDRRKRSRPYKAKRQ
Active calls of the source: *; . = not tested or not shown; & = joins results of further samples.

SMILES | HePTP inhibitor | BAP1 inh
CC(=O)N1CCc2cc(S(=O)(=O)NCCC(=O)N3CCN(Cc4ccccc4)CC3)ccc21 | -1 | 102
Cc1ccc(-c2ccc(C=C3C(=O)NC(=O)NC3=O)o2)c(Br)c1 | 25 | .
CC1Cc2cc(/C(O)=C3/C(=O)C(=O)N(CC4CCCO4)C3c3ccco3)ccc2O1 (stereo not drawn) | 3 | 71
COc1ccccc1C1C(C(=O)OC(C)C)=C(C)NC2=C1C(=O)CCC2 (stereo not drawn) | . | 64
CCOC(=O)c1nnc(-c2ccccc2)o1 | 4 | 98
CCCn1c(=O)c(C(=O)Nc2ccccc2C(=O)OCC)c(O)c2ccccc21 | -3 | 54
O=C(NCCN1CCCCC1)c1ccc(=O)oc1 | -1 | 518
CCc1ccccc1-n1c(-c2ccncc2)n[nH]c1=S | 2 | 80
COc1cc(NS(=O)(=O)c2ccc(NC(=O)C3CCCO3)cc2)nc(OC)n1 (stereo not drawn) | 5 | 60
O=C(N1CCOCC1)C12CCC3CC(CC(C3)C1)C2 | 8 | 101
CCNC(=O)NC(=O)C(C)SCc1ccccc1C (stereo not drawn) | -13 | 88
O=c1c2cc(Br)ccc2nc2n1CCCCC2 | . | 55
CCCN(CCO)Cc1cccc(Cl)c1 | 10 | 109
CC(=O)NC12CC3CCC(CC(C3)C1)C2 | 7 | .
Cc1ccc(NC(=O)COc2ccc(Br)c(C)c2)c([N+](=O)[O-])c1 | -8 | .
CCOCC(=O)Nc1ccc2c(c1)OCCO2 | 2 | 104
Cn1nnnc1SCCOc1ccc(C#N)cc1 | 9 | 98
CCN1CCN(S(=O)(=O)c2ccc(OC)c(Br)c2)CC1 | 6 | 155
O=C(Nc1cccnc1)c1cnc2ccccc2n1 | 3 | 99
O=C(CN1C(=O)S/C(=C/c2ccccc2F)C1=O)Nc1ccc(O)cc1 | -8 | .
O=C1CCCc2oc3ccc(NS(=O)(=O)c4cc(Cl)ccc4Cl)cc3c21 | 7 | .
Cc1cc(C)cc(OCC(=O)Nc2nccs2)c1 | . | 171
Clc1ccc(N2CCN(/N=C\c3cccs3)CC2)cc1 | 0 | .
Oc1ccccc1-c1nnc(COc2ccc(Cl)cc2Cl)o1 | 14 | 66
O=C1NC(=Nc2cccnc2)S/C1=C\c1ccccc1Cl | 14 | .
O=C(O)CCSc1nc2ccc(N3C(=O)c4ccccc4C3=O)cc2s1 | 8 | .
Cc1cccc2cc(=O)[nH]c(C)c12 | 3 | 106
O=c1oc2cc([N+](=O)[O-])ccc2nc1/C=C(O)/C=C\c1ccccc1 | -10 | .
CCCCn1c(SCC(=O)NC(=O)NCc2ccco2)nc2cc(S(N)(=O)=O)ccc21 | 5 | 72
CC(=O)N1N=C2CC(C)(C)OCC2C1c1ccccc1 (stereo not drawn) | 6 | .
CCOc1ccc(-c2cc(C)n3nc(C(=O)Nc4cc(C)ccc4O)cc3n2)cc1 | -14 | .
CCCCN(/C=C/C(=O)c1ccccc1)S(=O)(=O)c1ccccc1 | 9 | .
COc1ccccc1Nc1nnc(SCC(=O)N2CCCC2=O)s1 | 2 | 100
CC1CCCCC1N=CC1=C(O)CC(C)(C)CC1=O (stereo not drawn) | 3 | 99
Cc1ccc(Cn2ncc3c(N4CCCC4)ncnc32)cc1 | 10 | 50
CCOC(=O)c1c(CN(C)C)n(C)c2cc(Br)c(O)cc12 | -16 | .
COc1ccccc1C(=O)n1nc(-c2ccco2)nc1N | 9 | 104
CC1=C(C(=O)OC2CCCCC2)C(c2cccc(O)c2)NC(=O)N1 (stereo not drawn) | . | 75
CCNC(=S)N(Cc1ccc(Cl)cc1)C1CC(=O)N(c2ccccc2)C1=O (stereo not drawn) | -5 | .
O=C(NC1CCCCC1)N1CCCC(c2nc3ccccc3[nH]2)C1 (stereo not drawn) | 7 | 64
CC(=O)Nc1nc2c(c3c1c(=O)oc1ccccc13)CCCCC2 | 4 | 93
CC(C)CC(NC(=O)C1CCC(C)CC1)C(=O)Nc1cccnc1 (stereo not drawn) | -14 | .
Cn1c(=O)c2c(nc(CN3CCc4ccccc4C3)n2CC(=O)c2ccccc2)n(C)c1=O | . | 128
COc1ccccc1C(CC(=O)Nc1nccs1)c1ccco1 (stereo not drawn) | 7 | 53
O=c1c2cnn(-c3ccccc3)c2nc(-c2ccccc2F)n1-c1cccc(Cl)c1 | 9 | .
Cn1cccc1Cc1nnc(SCC(=O)N2CCN(c3ccccc3)CC2)n1-c1ccc(F)cc1 | 9 | 92
COc1ccc(/C=N/NC(=O)CCc2c(C)n[nH]c2C)cc1O | -3 | .
CCOC(=O)c1c(C)[nH]c(C)c1-c1ccccc1OC | 0 | 99
Cc1nnc(SCC(=O)NCCN2C(=O)CSC2=O)s1 | 12 | 115
c1ccc(Cn2nnc3c(N4CCc5ccccc5C4)ncnc32)cc1 | 4 | 66
COc1ccc(CNC(=O)C2CCNCC2)cc1 | 11 | 154
COc1ccc(CCNC(=O)CSc2nnc(-c3cccc(F)c3)o2)cc1OC | 6 | 98
COc1ccc(OC)c(NC(=O)CN(c2ccccc2Cl)S(C)(=O)=O)c1 | 9 | .
CC(=O)NC1=NC(=O)/C(=C/N2CCOCC2)S1 | 6 | 68
O=C(Oc1ccc(Cl)cc1)c1cccc(S(=O)(=O)N2CCOCC2)c1 | -6 | .
COc1ccc2ccccc2c1C1NC(=O)NC(C)=C1C(=O)Nc1cc(Cl)ccc1C (stereo not drawn) | 7 | .
COc1ccccc1N1CCN(C(=O)c2ccco2)CC1 | 6 | .
CC(=O)c1cccc(NC(=O)N2CCCC2C(=O)NCc2ccc(C)cc2)c1 (stereo not drawn) | 10 | 101
Cc1ccc(-c2nnc(SCC(=O)Nc3ccc4c(c3)OCCO4)n2N)cc1 | 10 | 117
CCC(=O)Nc1ccc(NC(=O)COc2ccccc2)cc1 | 3 | .

Remaining list, next part:
SMILES | HePTP inhibitor | BAP1 inh
CCSc1nc2ccccc2n1CC(N)=O | -7 | 96
O=[N+]([O-])c1ccc(-c2ccc(/C=N/n3cnnc3)o2)cc1 | 6 | .
CCOC(=O)c1c(C)oc2ccc(OCc3ccccc3)cc12 | -4 | .
CCC(=O)Nc1ccc(OC)cc1OC | 8 | 116
CC1CCCN(S(=O)(=O)c2ccc(NC(=O)CN3CCN(C)CC3)cc2)C1 (stereo not drawn) | -4 | 101
COc1ccc(C(=O)/C=C/Nc2ccccc2I)cc1OC | -13 | .
O=C(CCN1C(=O)c2ccccc2C1=O)Nc1ccc(F)cc1F | 12 | 120
CCCCOc1ccc(C(=O)NCCC2(O)CCOC(C)(C)C2)cc1 (stereo not drawn) | -10 | .
O=C(COc1cc(Cl)c(Cl)cc1Cl)N/N=C/c1cccnc1 | 4 | .
CCCC(c1nnnn1Cc1ccc(F)cc1)N1CCN(C2CCCCC2)CC1 (stereo not drawn) | 8 | 95
CS(=O)(=O)Nc1nnc(SCC(=O)N(c2ccccc2)c2ccccc2)s1 | -2 | .
CCN(CC)c1ccc(NC(=O)COc2ccc(C)cc2C)cc1 | -10 | .
COc1cccc(C(=O)N2c3cc(OC)ccc3-c3c(ssc3=S)C2(C)C)c1 | 5 | .
Cc1cccc(OCCSc2cc(C)nc(N)n2)c1 | -3 | 95
CCOC(=O)c1sc(NC(=O)c2c(C)noc2C)c(C(=O)OCC)c1C | -3 | 60
O=C(NN=C1CCCCC1)c1cccnc1 | -28 | .
CCOC(=O)C1CCCN(S(=O)(=O)c2ccc(Br)s2)C1 (stereo not drawn) | 8 | 85
Cc1noc(C)c1COC(=O)c1ccc2c(c1)OCO2 | -11 | 86
CCCCN1C2=NCCCN2c2cc(C)c(C)cc21 | -6 | 87
CCc1ccc(-c2csc(-c3cc4cccc(OC)c4oc3=O)n2)cc1 | -5 | .
CC(C)CCNC(=O)c1cccc([N+](=O)[O-])c1 | -7 | .
CC(C)C[C@H]1C(=O)N2CCC[C@H]2[C@]2(O)O[C@](NC(=O)[C@@H]3C=C4c5cccc6[nH]c(Br)c(c56)C[C@H]4N(C)C3)(C(C)C)C(=O)N12 | . | 65
Cc1cccc(NC(=O)c2ccc(S(=O)(=O)N3CCCCC3)cc2)c1 | . | 63
COc1ccc(-n2cnnc2SCC(=O)N(C)C2CCS(=O)(=O)C2)cc1 (stereo not drawn) | 3 | 115
Cc1ccc2oc(-c3cc(NC(=O)C(C)C)ccc3O)nc2c1 | -3 | .
COc1ccccc1NC(=O)C1CC1(c1cccc(C)c1)c1cccc(C)c1 (stereo not drawn) | 0 | .
CCOC(=O)c1c(C)oc2cc(Br)c(OC(=O)c3ccc([N+](=O)[O-])cc3)cc12 | 7 | .
O=[N+]([O-])c1ccccc1/C=N/n1cnnc1 | 2 | .
CCn1c(-c2ccc(OC)c(OC)c2)n[nH]c1=S | 8 | 72
O=C(Nc1ccccc1F)c1ccc(CSc2ccc(Cl)cc2)cc1 | 2 | .
COc1ccc(-c2cc(-c3ccccc3)nc(-n3[nH]c(-c4ccccc4)cc3=O)n2)cc1OC | -12 | .
COc1cc2c(cc1OC)C(c1cc(OC)c(OC)c(OC)c1)NCC2 (stereo not drawn) | 8 | 94
Cc1ccc(-n2ncc3c(=O)[nH]c(SCC(=O)N4CCCCC4)nc32)cc1 | -6 | 85
CCOCCn1c(CN2CCN(c3ccc(OC)cc3)CC2)nc2c1c(=O)n(C)c(=O)n2C | . | 87
O=C(/C=C/c1ccc(-c2ccccc2[N+](=O)[O-])o1)Nc1ccc(-c2nc3ccccc3o2)cc1 | 13 | .
O=C(CCNc1cccc(Cl)c1)c1ccco1 | 2 | 57

Taken from above (22 entries):
SMILES | HePTP inhibitor | BAP1 inh
CCOC(=O)c1sc(NC(=O)c2c(C)noc2C)c(C(=O)OCC)c1C | -3 | 60
O=C(NN=C1CCCCC1)c1cccnc1 | -28 | .
CCOC(=O)C1CCCN(S(=O)(=O)c2ccc(Br)s2)C1 (stereo not drawn) | 8 | 85
Cc1noc(C)c1COC(=O)c1ccc2c(c1)OCO2 | -11 | 86
CCCCN1C2=NCCCN2c2cc(C)c(C)cc21 | -6 | 87
CCc1ccc(-c2csc(-c3cc4cccc(OC)c4oc3=O)n2)cc1 | -5 | .
CC(C)CCNC(=O)c1cccc([N+](=O)[O-])c1 | -7 | .
CC(C)C[C@H]1C(=O)N2CCC[C@H]2[C@]2(O)O[C@](NC(=O)[C@@H]3C=C4c5cccc6[nH]c(Br)c(c56)C[C@H]4N(C)C3)(C(C)C)C(=O)N12 | . | 65
Cc1cccc(NC(=O)c2ccc(S(=O)(=O)N3CCCCC3)cc2)c1 | . | 63
COc1ccc(-n2cnnc2SCC(=O)N(C)C2CCS(=O)(=O)C2)cc1 (stereo not drawn) | 3 | 115
Cc1ccc2oc(-c3cc(NC(=O)C(C)C)ccc3O)nc2c1 | -3 | .
COc1ccccc1NC(=O)C1CC1(c1cccc(C)c1)c1cccc(C)c1 (stereo not drawn) | 0 | .
CCOC(=O)c1c(C)oc2cc(Br)c(OC(=O)c3ccc([N+](=O)[O-])cc3)cc12 | 7 | .
O=[N+]([O-])c1ccccc1/C=N/n1cnnc1 | 2 | .
CCn1c(-c2ccc(OC)c(OC)c2)n[nH]c1=S | 8 | 72
O=C(Nc1ccccc1F)c1ccc(CSc2ccc(Cl)cc2)cc1 | 2 | .
COc1ccc(-c2cc(-c3ccccc3)nc(-n3[nH]c(-c4ccccc4)cc3=O)n2)cc1OC | -12 | .
COc1cc2c(cc1OC)C(c1cc(OC)c(OC)c(OC)c1)NCC2 (stereo not drawn) | 8 | 94
Cc1ccc(-n2ncc3c(=O)[nH]c(SCC(=O)N4CCCCC4)nc32)cc1 | -6 | 85
CCOCCn1c(CN2CCN(c3ccc(OC)cc3)CC2)nc2c1c(=O)n(C)c(=O)n2C | . | 87
O=C(/C=C/c1ccc(-c2ccccc2[N+](=O)[O-])o1)Nc1ccc(-c2nc3ccccc3o2)cc1 | 13 | .
O=C(CCNc1cccc(Cl)c1)c1ccco1 | 2 | 57

Additional records
SMILES | HePTP inhibitor | BAP1 inh
CC1=NN(C(=O)c2ccc(Cl)cc2)C(O)(c2cccnc2)C1 (stereo not drawn) | -5 | .
Cc1cc(NC(=O)c2ccc(Cl)cc2)ccc1-c1cc2ccccc2oc1=O | -8 | .
N#C/C(=C/c1ccc(-c2ccccc2)cc1)c1nc(-c2ccc(Cl)cc2)cs1 | -16 | .
O=C(Nc1ccc2nn(-c3ccc(F)cc3)nc2c1)c1ccncc1 | 3 | .
CCCCCCn1c(CN2CCCC(C)C2)nc2c1c(=O)n(C)c(=O)n2C (stereo not drawn) | 4 | 95
CC(=O)N(c1ccc(Cl)cc1)c1c[nH]c2ccccc12 | 9 | 119
COc1cc(Br)c(C=Nc2c(C)n(C)n(-c3ccccc3)c2=O)cc1OC | . | 197
O=C(Oc1c(Br)cc(Br)cc1/C=N/NC(=O)c1ccccn1)c1cccc(F)c1 | 6 | .
CS(=O)(=O)Nc1ccccc1C(=O)Nc1cccc(Cl)c1 | 2 | 79
COc1cc(/C=N/n2c(C)nnc2C)cc(OC)c1OC | 2 | 100
COc1ccccc1CNC(=O)CCNC(=O)Cn1cnc2ccccc2c1=O | -11 | 107
Cc1ccccc1N=C1NC(=O)CS1 | 3&-20 | 112&66
CCOC(=O)c1c(-c2ccc(C)cc2)csc1NC(=O)c1ccc(C)cc1 | . | 203
Cc1ccc(SC(CC(=O)O)c2ccccc2)cc1 (stereo not drawn) | 5 | .
Cc1cc(C)c2c(n1)nn1c(N3CCN(Cc4ccccc4)CC3)cc(C)nc21 | 7 | .
O=C(COc1ccc(Cl)cc1)Nc1ccc2ccccc2c1 | 8 | .
c1ccc(-n2nnnc2N2CCOCC2)cc1 | 11 | 104
CCN(CC)c1ccc(-c2nn3c(-c4n[nH]c5c4CCC5)nnc3s2)cc1 | 9 | .
COc1cccc(NC(=O)N(Cc2cc3cc(C)cc(C)c3[nH]c2=O)CC2COCCO2)c1 (stereo not drawn) | 0 | 104
CCC(=O)Nc1c(C)cc(C)cc1Cl | 6 | 95
CCCc1cc2c(-c3ccccc3)cc(=O)oc2cc1OCC | 7 | .
CC(C)c1nn2c(=O)cc(O)nc2s1 | . | 142
CC(C)CNC(=O)c1c(N)n(/N=C/c2ccccn2)c2nc3ccccc3nc12 | 19 | .
COc1cc([N+](=O)[O-])ccc1NC(=O)/C=C/c1ccc(OC)c(OC)c1 | 5 | .
